Source: PubChem
Pol kappa inh: blocks human DNA polymerase kappa activity; Q9UBT6; purified Pol kappa, fluorescent DNA synthesis assay, 10 min; Potency, µM (top dose mostly 107 µM), for the others: at the highest dose activity, negative = inhibition, most hits filed as inhibitors; 400,000 tested, 0.53% active; note: potency is the fitted concentration of half-maximal effect; % is set by controls: 0 for no effect and ±100 for the full control effect
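Activity was followed as the change in fluorescence between reads at 0 and 10 min after starting the reaction with 50 nM substrate. Beforehand, 10 nM polymerase had been preincubated with compound for 15 min at room temperature.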
RXFP1 antagonist: antagonists of human relaxin receptor RXFP1. AID 1259400. HEK293-RXFP1, relaxin-stimulated cAMP HTRF, 30 min; hits give low values. activity change, negative = inhibition, % at 57.5 µM. 350,000 tested, 0.59% active. Q9HBX9;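 active = activity change of -60% or lower, but not beyond a set lower limit; inconclusive = change between -60% and -40%, or beyond the set limit; inactive = change above -40%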; note: % is set by controls: 0 for no effect and ±100 for the full control effect
APE1 inh: APE1 (human) endonuclease inhibition; P27695; recombinant APE1, TAMRA/BHQ-2 abasic DNA cleavage fluorescence; Potency, µM (series often up to 65.8 µM), for inactives: top-dose activity change, negative = inhibition, usual class: inhibitors; 350,000 tested, 0.35% active;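 note: potency is the fitted concentration of half-maximal effect; plate controls were vehicle for no effect and reference inhibitor for full effect; nearly all actives have a fitted effect of over 55% in size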
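Compound pre-exposure to 0.75 nM APE1, 15 min at ambient temperature. Reaction initiated with 50 nM TAMRA/BHQ-2 THF substrate, read immediately in kinetic mode, 525 nm excitation, 598 nm emission.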
Anesthetic bind: binds horse apoferritin like a general anesthetic | apoferritin/1-aminoanthracene competitive binding, fluorescence | Potency, µM (highest dose often 77.5 µM), inactives show top-dose activity change, negative = displacement, most hits filed as inhibitors | 350,000 tested, 0.074% active; note: potency is the fitted concentration of half-maximal effect; % is set by controls: 0 for no effect and ±100 for the full control effect; nearly all actives have a fitted effect of over 20% in size
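Apoferritin-based anesthetic binding model; compound displacement of fluorescent 1-AMA measured as endpoint fluorescence after 10 minutes at room temperature, scaled to free-ligand and complex controls.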
POLB inh: inhibitors of human DNA polymerase beta; P06746; 340,000 tested, 1.3% active; AID 485314; Pol beta primer extension/strand displacement, fluorescence kinetic; Potency, µM (titrated, usually from 114 µM), without a hit: top-dose activity change, negative = inhibition, hits mostly inhibitors; note: potency is the fitted concentration of half-maximal effect; % is set by controls: 0 for no effect and ±100 for the full control effect
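Pol beta (10 nM) was preincubated with compound for 15 min at room temperature. The reaction was then started with 50 nM substrate and read immediately and after a further 10 min at room temperature.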
Tb PGK inh: inhibitors of T. brucei phosphoglycerate kinase; Potency, µM (highest dose often 57.5 µM), for the others: at the highest dose activity change, negative = inhibition, most hits filed as inhibitors; 380,000 tested, 0.043% active; PGK/GAPDH coupled, Kinase-Glo luminescence, 60 min; AID 602233; note: potency is the fitted concentration of half-maximal effect; % is set by controls: 0 for no effect and ±100 for the full control effect; nearly all actives have a fitted effect of over 60% in size
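Luminescent ATP detection (Kinase-Glo Plus) follows a 60-minute room-temperature incubation, with wells lacking PGK as controls. Buffer: 100 mM TEA (pH 7.6), 5 mM MgCl2, 0.01% Tween-20. Coupling enzyme GAPDH (100 nM final) supplies unstable 1,3-BPG in-well.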
BLM helicase inh: Bloom syndrome helicase (human) inhibition; P54132; recombinant BLM DNA unwinding, fluorescence dequenching; Potency, µM (doses to about 56.1 µM), without a hit: top-dose activity change, negative = inhibition, actives largely listed as inhibitors; 350,000 tested, 0.2% active;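 note: potency is the fitted concentration of half-maximal effect; plate controls were vehicle for no effect and no enzyme for full effect; nearly all actives have a fitted effect of over 35% in size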
POLH inh: blocks human DNA polymerase eta activity; Q9Y253; recombinant Pol eta, fluorescent DNA replication assay; Potency, µM (top dose mostly 114 µM), without a hit: top-dose activity change, negative = inhibition, most hits filed as inhibitors; 390,000 tested, 1.2% active; note: potency is the fitted concentration of half-maximal effect; % is set by controls: 0 for no effect and ±100 for the full control effect
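Pol eta (10 nM) was preincubated with compounds for 15 min at room temperature, after which fluorescent replication substrate (50 nM final) was added to start the reaction. Fluorescence was read kinetically at 0 and 10 min.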
Pol iota inh: DNA polymerase iota (human) inhibition; Q9UNA4; Pol iota fluorescent replication assay, 10 min; Potency, µM (top dose mostly 115 µM), inactives show at the top dose activity, negative = inhibition, usual class: inhibitors; 390,000 tested, 1% active; note: potency is the fitted concentration of half-maximal effect
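Pol iota at 10 nM preincubated 15 min with compounds at room temperature; reaction started with fluorescent substrate, 50 nM final. Fluorescence read kinetically at 0 and 10 min; buffer-only wells as negative control.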
Numbers without * were called inactive; i = inactive; ? = inconclusive; / = no result given; [ ] = dose if it differs, or a comment. Unless noted, calls come from the whole dose curve; as a rule, active = well fitted curve in the direction sought with a large enough effect; inconclusive = small, poorly fitted or top-dose-only effect, or another doubt; inactive = no such curve, though single readings can be large; an effect the other way counts as inactive or inconclusive.

no.	Structure	Pol kappa inh	RXFP1 antagonist	APE1 inh	Anesthetic bind	POLB inh
1	Cc1nn(Cc2ccccc2Cl)c(C)c1NC(=O)CCCn1nc(C)c([N+](=O)[O-])c1C	-4%	6	-2%	-14%	37%
2	Cc1ccccc1NC(=O)Cn1nc(C(F)(F)F)cc1C1CC1	-7%	9	3%	7%	-10%
3	COCC(C)n1c(C)cc(C(=O)COc2ccc(S(=O)(=O)N3CCOCC3)cc2Cl)c1C (stereo not given)	-6%	9	?	-12%	0%
4	O=C1c2ccccc2-c2nnc(-c3ccccc3)cc21	5%	-8	0%	-11%	26%
5	CCCNC(=O)COC(=O)c1cc(SC)ccc1Cl	-3%	5	0%	-8%	5%
6	Cn1c(CNC(=O)CNC(=O)c2cccc(F)c2)cc(=O)n(C)c1=O	-5%	7	0%	-1%	12%
7	O=C(CCS(=O)(=O)c1cccc2nonc12)Nc1cccc(F)c1	1%	/	/	-6%	18%
8	Cc1ccc(S(=O)(=O)N2CCN(C(=O)c3n[nH]c(=O)c4ccccc34)CC2)cc1	-3%	-4	6%	-1%	5%
9	Cc1cc(C)nc(SCC(=O)OCC(=O)Nc2ccccc2)n1	4%	12	-5%[12.4 µM]	-9%	60%
10	C/C(=N\NC(=O)CSc1nc2ccccc2s1)c1cccnc1	-14%	0	?	?	0%
11	Cc1cc(C)cc(S(=O)(=O)c2cn(C)c3cc(N4CCN(C)CC4)c(F)cc3c2=O)c1	9%	4	35%	-6%	43%
12	COc1ccc(NC(=O)COC(=O)C23CCC(=O)N2c2ccccc2S3)cc1 (stereo not given)	-21%	8	8%	-12%	32%

no.	Tb PGK inh	BLM helicase inh	POLH inh	Pol iota inh
1	i	0%	-10%	11%
2	3%	-2%	-13%	4%[58.9 µM]
3	5%	-2%	-3%	7%
4	?	-9%	-5%	?
5	-9%	-1%	-3%	4%
6	4%	2%	-13%	12%
7	-10%	0%	4%	?
8	-10%	2%	1%	16%
9	5%	0%	-15%	16%
10	2%	-5%	-2%	-7%[58.9 µM]
11	1%	-1%	?	18%
12	1%	0%	0%	0%

no.	Structure	Pol kappa inh	RXFP1 antagonist	APE1 inh	Anesthetic bind	POLB inh
13	CC(Oc1ccc(Br)cc1)C(=O)Nc1ccc(S(=O)(=O)NC2=NCCCCC2)cc1 (stereo not given)	-3%	-10	/	/	/
14	O=C(CNc1cccc(F)c1)N1CCc2ccccc2C1	-13%	6	15%	-22%	17%
15	CN(C(=O)CSc1nnc(-c2ccc(Cl)cc2)n1C)C1CCS(=O)(=O)C1 (stereo not given)	18%	1	18%	/	/
16	COc1ccccc1NS(=O)(=O)c1cc(NC(=O)CCNC(C)=O)ccc1N1CCCCC1	-17%	-19	-7%	/	/
17	COCCCN1CC23C=CC(O2)C(C(=O)OC)C3C1=O (stereo not given)	-13%	-2	/	/	/
18	CCN(CC)c1ccc(/C=N/N2C(=O)c3ccccc3C2=O)cc1	-8%	-15	2%	?	6%
19	Cc1ccc(C(=O)NCC(=O)NCCc2ccc(S(N)(=O)=O)cc2)s1	-12%	0	-13%	36%[activator]	?
20	CCN(C(=O)CSc1nnc(-c2ccccc2Br)o1)C1CCS(=O)(=O)C1 (stereo not given)	-11%	-19	-7%	-3%	3%
21	CCOc1ccc(Nc2oc(/C=C/c3cc(OC)c(OC)c(OC)c3)nc2C#N)cc1	-9%	4	/	49%[activator]	-23%
22	CCC(C(=O)OC(C)C(=O)Nc1ccc(Cl)cn1)c1ccccc1 (stereo not given)	-10%	-13	-12%	?	2%
23	Oc1c(C(c2ccccc2F)N2CCCCC2)sc2nc(-c3ccco3)nn12 (stereo not given)	1%[60.1 µM]	-8	/	-11%	-26%
24	COc1cccc(NC(=O)CN(C)C(=O)COc2ccccc2Cc2ccccc2)c1	-10%	-2	15%	/	/

no.	Tb PGK inh	BLM helicase inh	POLH inh	Pol iota inh
13	i	/	-27%	-5%
14	6%	-2%	-6%	33%[activator]
15	i	/	-12%	11%
16	-7%	/	-8%	19%
17	0%	/	6%	-5%
18	-9%	-5%	-14%	-5%
19	-11%	-8%	0%	?
20	3%	0%	8%	99%[activator]
21	-3%	0%	-21%	6%
22	-5%	-8%	-22%	-6%
23	9%	-1%	10%	3%
24	i	/	-15%	-14%

no.	Structure	Pol kappa inh	RXFP1 antagonist	APE1 inh	Anesthetic bind	POLB inh
25	CN(C)CCSc1nc(O)c(-c2ccccc2)c(=O)n1-c1ccccc1	-4%	-13	0%	-9%	13%
26	O=c1sc2ccccc2c(=O)n1Cc1ccccc1F	-6%	-5	-6%	?	2%
27	CCC1(c2ccc(F)cc2)NC(=O)N(CC(=O)NCc2ccc(F)cc2)C1=O (stereo not given)	-5%	6	5%	-4%	2%
28	CCC(=O)Nc1ccc(Cl)c(-c2nc3ncccc3o2)c1	3%	-1	32%	-14%	-14%
29	COC(=O)c1ccc(S(=O)(=O)N(Cc2cc3cc4c(cc3[nH]c2=O)OCO4)C2CCCCC2)cc1	/	/	-7%	-9%	32%
30	CC1CCCCC12NC(=O)N(CC(=O)c1ccc(Cl)s1)C2=O (stereo not given)	6%	-2	-1%	?	0%
31	O=C(O)[C@H](Cc1ccccc1)NC(=O)N1CCN(c2cccc(C(F)(F)F)c2)CC1	-4%	9	3%	-8%	3%
32	COc1ccc2cc(CNCCOCCOCCNCc3ccc4cc(OC)ccc4c3)ccc2c1	-17%	-89*	/	/	/
33	CCN(CC)c1ccc(C=O)c(OC)c1	2%	-4	3%	-21%	5%
34	O=C(CCN=C1NS(=O)(=O)c2ccccc21)OCC(=O)c1ccc(F)cc1	-4%	-5	19%	/	/
35	CCN1c2ccccc2-c2nc3ccccc3n2C1c1cccnc1 (stereo not given)	-12%	23	8%	49%[activator]	41%
36	CC(=O)c1c(C)[nH]c(C(=O)CSc2nnc(N)s2)c1C	-2%	4	19%	-4%	41%[activator]

no.	Tb PGK inh	BLM helicase inh	POLH inh	Pol iota inh
25	i	-3%	-13%	115%[activator]
26	i	-5%	-7%	23%
27	-2%	0%	7%	23%
28	-8%	-8%	-14%	204%[activator]
29	/	0%	/	/
30	-10%	-6%	-14%	-22%
31	1%	3%	-29%	27%
32	i	/	-29%	8%
33	3%	-3%	13%	84%[activator]
34	-7%	/	-18%	-2%
35	-2%	-5%	-5%	2%
36	i	0%	-17%	0%

8 entries from above, sorted by heavy-atom count, largest number first.
no.	Structure	Pol kappa inh	RXFP1 antagonist	APE1 inh	Anesthetic bind	POLB inh
29	COC(=O)c1ccc(S(=O)(=O)N(Cc2cc3cc4c(cc3[nH]c2=O)OCO4)C2CCCCC2)cc1	/	/	-7%	-9%	32%
31	O=C(O)[C@H](Cc1ccccc1)NC(=O)N1CCN(c2cccc(C(F)(F)F)c2)CC1	-4%	9	3%	-8%	3%
34	O=C(CCN=C1NS(=O)(=O)c2ccccc21)OCC(=O)c1ccc(F)cc1	-4%	-5	19%	/	/
25	CN(C)CCSc1nc(O)c(-c2ccccc2)c(=O)n1-c1ccccc1	-4%	-13	0%	-9%	13%
35	CCN1c2ccccc2-c2nc3ccccc3n2C1c1cccnc1 (stereo not given)	-12%	23	8%	49%[activator]	41%
30	CC1CCCCC12NC(=O)N(CC(=O)c1ccc(Cl)s1)C2=O (stereo not given)	6%	-2	-1%	?	0%
36	CC(=O)c1c(C)[nH]c(C(=O)CSc2nnc(N)s2)c1C	-2%	4	19%	-4%	41%[activator]
33	CCN(CC)c1ccc(C=O)c(OC)c1	2%	-4	3%	-21%	5%

no.	Tb PGK inh	BLM helicase inh	POLH inh	Pol iota inh
29	/	0%	/	/
31	1%	3%	-29%	27%
34	-7%	/	-18%	-2%
25	i	-3%	-13%	115%[activator]
35	-2%	-5%	-5%	2%
30	-10%	-6%	-14%	-22%
36	i	0%	-17%	0%
33	3%	-3%	13%	84%[activator]

The results go on.
no.	Structure	Pol kappa inh	RXFP1 antagonist	APE1 inh	Anesthetic bind	POLB inh
37	CCc1ccc(CCC(=O)Nc2ccc(C)cc2C)o1	-2%	-4	-4%	-1%	0%
38	O=C(Cn1nc(-c2ccco2)ccc1=O)Nc1cc(C(F)(F)F)ccc1Cl	1%	-2	38%	-23%	22%
39	CCCCn1c(N)c(N(C)C(=O)c2cn(-c3ccccc3)nc2-c2ccccc2)c(=O)[nH]c1=O	2%	4	-7%	/	/
40	Cc1ccccc1N(C(=O)CCC(=O)Nc1ccccn1)C(C(=O)NC(C)C)c1ccc(F)cc1 (stereo not given)	-6%	1	19%	0%	19%
41	CC(=O)N(c1nc(/C=C\C(=O)O)cs1)c1ccccc1F	-6%	-2	7%	3%	3%
42	CC(C)(C)c1ccc(OCCNCc2ccccc2)cc1	-8%	-25	0%	?	-11%
43	CC(/C=C/c1ccc(Cl)o1)=C\C(=O)O	-26%	5	?	-15%	32µM*
44	CCOC(=O)NCN1C(=O)C2C3C=CC(C3)C2C1=O (stereo not given)	3%	-22	3%	0%	-1%
45	CC(C)(O)C(=O)NNC(=S)NCc1ccco1	7%	-1	1%	-1%	0%
46	O=C1Nc2cc(C(=O)N3CCN(c4ccccc4F)CC3)ccc2NC1CSCc1ccccc1F (stereo not given)	/	/	-5%	-15%	-24%
47	O=C(O)C1=C[C@H](c2csc3ccccc23)C[C@H](OCc2ccc(CO)cc2)O1	-8%	/	-1%	-11%	-7%
48	CC1(C)CC(NC(=O)c2ccccc2F)CC(C)(C)N1	-8%	2	52%[activator]	-3%	-1%

no.	Tb PGK inh	BLM helicase inh	POLH inh	Pol iota inh
37	i	-4%	-6%	-5%
38	-6%	-2%	-21%	29%
39	-7%	/	-12%	28%
40	-1%	1%	7%	24%
41	7%	1%	5%	3%
42	-9%	-5%	-26%	146%[activator]
43	-6%	1%	22µM*	?
44	i	1%	-3%	-1%
45	i	-4%	-1%	26%
46	/	-12%	/	/
47	-5%	-1%	-9%	13%
48	-9%	-3%	-22%	83%[activator]

A portion of the library (hit frequency here may not be typical).
